Assay outcomes (PubChem BioAssay)
N-glyco inh = increase of ERlucT glycosylation luciferase signal, primary screen, N-linked glycosylation inhibitor project, D54 ERlucT cells, luminescence, set 2; D54 ERlucT glycosylation luciferase reporter, 24 h; percent of 100 nM tunicamycin response; reporter increase, % at 12.5 µM; hit rate 0.23% among 360,000; AID 588692, 2011;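 active = mean luciferase reporter signal, scaled so untreated is 0 and the glycosylation-blocking control 100, at or above a set limit in every replicate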;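 also: luciferase carries N-glycosylation sites so blocking glycosylation raises the light; 0% = median of neutral control wells and 100% = median of 100 nM tunicamycin wells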
H9c2 protect = cardioprotection against H2O2-induced cell death, primary screen, uHTS, H9c2 cells, ATPLite luminescence. H9c2 cardiomyocytes, H2O2 injury protection, 2 h. protection from H2O2 cell death, % at 20 µM. hit rate 0.63% among 360,000;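 active = compounds giving at least 50% protection of heart cells from peroxide-induced death in the single-dose screen, raw or plate-pattern-corrected value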;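 also: 0% = DMSO wells with peroxide and 100% = DMSO wells without peroxide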
PDI turbidity = inhibitors of human PDI, primary screen, biochemical, turbidity, single point, plate reader | hit rate 0.052% among 350,000 | AID 588391, 2011 | inhibition, % at 10 µM | PDI insulin aggregation turbidity, A650, 90 min;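 active = mean inhibition across replicates of 30% or more, whatever share of single replicates reach that level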;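 also: absorbance from insulin aggregation driven by PDI reduction with DTT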
Target sequence (P07237 whole entry, looked up): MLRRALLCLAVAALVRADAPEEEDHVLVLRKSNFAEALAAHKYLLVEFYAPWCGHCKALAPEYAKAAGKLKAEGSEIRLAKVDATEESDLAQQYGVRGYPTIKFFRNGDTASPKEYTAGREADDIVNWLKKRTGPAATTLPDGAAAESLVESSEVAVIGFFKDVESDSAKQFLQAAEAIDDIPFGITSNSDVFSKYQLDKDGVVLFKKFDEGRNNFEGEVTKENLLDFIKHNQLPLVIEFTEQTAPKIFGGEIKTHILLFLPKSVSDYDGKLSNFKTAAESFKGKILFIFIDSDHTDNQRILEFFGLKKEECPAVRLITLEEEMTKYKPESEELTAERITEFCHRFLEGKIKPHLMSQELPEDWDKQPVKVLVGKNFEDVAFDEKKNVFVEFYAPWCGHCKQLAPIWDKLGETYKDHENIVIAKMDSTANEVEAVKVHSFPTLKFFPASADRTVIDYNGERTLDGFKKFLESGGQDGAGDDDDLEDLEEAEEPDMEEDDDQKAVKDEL
CaV13 ICDI inh = Disruptors of the CACNA1D IQ motif to Ca2+-dependent inactivation inhibitor domain association, primary screening, Förster resonance energy transfer in intact living … | AID 743397 | hit rate 0.098% among 340,000 | HEK cells, CFP/YFP FRET ICDI-IQ, plate reader, 10 min; percent FRET-ratio fall versus neutral wells | inhibition, % at 12.3 µM;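 active = mean replicate inhibition of at least 30% and at least 1% of replicates passing that level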;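 also: 0% = median of the neutral control wells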
ABHD5 PLIN5 PPI = ABHD5-PLIN5 interaction inhibitors, primary screen, cell lysate, split luciferase complementation, luminescence. hit rate 0.78% among 360,000. Split G. princeps luciferase complementation, 4 h. AID 602281, 2012. inhibition, % at 4 µM;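 active = inhibition above the mean inhibition across every tested compound plus 3 SD, cut at about 22% in these data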;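 also: 0% = DMSO only wells and the 100% control is not disclosed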
ABCB6 inh 2 = ABCB6 transporter inhibitors, primary screen, K562-ABCB6 cells, flow cytometry, MLPCN library; ATP-binding cassette sub-family B member 6 (Homo sapiens), Q9NP58; K562-ABCB6 porphyrin accumulation, 1 h; stronger effect = lower value; fluorescence ratio to DMSO, % at 10 µM; hit rate 0.19% among 360,000;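 active = fluorescence ratio to DMSO below 75%, the collection mean minus 3 SD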;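 also: signal is porphyrin accumulated inside mitochondria; 100% equals median channel fluorescence of DMSO control wells; lower ratio means ABCB6 inhibition with less porphyrin fluorescence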
MC4R barr agon = MC4R agonists recruiting beta-arrestin, primary screen, cell-based, luminescence, agonist arm of biased-ligand search; Melanocortin receptor 4 (Homo sapiens), P32245; hit rate 0.98% among 360,000; U2OS MC4R beta-arrestin complementation; percent of melanotan II response, DMSO zero; activation, % at 8.9 µM;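 active = activation above a per-plate cutoff, the mean activation of sample wells on that plate plus 3 SD, cut at about 8% in these data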
Exocytosis inh = LAMP-1 surface exposure blockers, TALL-104 cells – cell-based, flow cytometry, MLPCN library, primary screen; TALL-104 LAMP-1 surface exposure; cells stimulated with thapsigargin and PMA; inhibition, % at 10 µM; hit rate 0.66% among 360,000;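 active = inhibition above about 55%, limit read from the data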
MC4R antag cAMP = MC4R antagonists of cAMP signaling, primary screen, cell-based, TR-FRET, antagonist arm of biased-ligand search; hit rate 0.48% among 360,000; inhibition, % at 6.5 µM; MC4R-expressing cells, MTII-stimulated cAMP, LANCE TR-FRET; Melanocortin receptor 4 (Homo sapiens), P32245;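 active = inhibition above its plate's cutoff, the mean of tested wells on that plate plus 3 SD, cut at about 29% in these data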;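 also: 0% = Melanotan II alone and 100% = Melanotan II plus saturating MCL0020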
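Material: U2OS-MC4R stable cell line | Reagent: Melanotan II challenge after compound preincubation | Doses: One concentration, 6.5 µM nominal | Incubation: 30-min compound preincubation, 1-h Melanotan II challenge, 1-h detection, room temperature | Signal: TR-FRET cAMP assay | Replicates: One well per compound, no replicates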
HTR2A ag = mouse Htr2a agonists via beta-arrestin recruitment, primary screen, cell-based, luminescence; CHO-K1 mHTR2A beta-arrestin complementation; percent of 30 µM serotonin response; activation, % at 7.6 µM; hit rate 0.66% among 360,000; AID 624169, 2012;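 active = activation above a run cutoff, the mean activation of all tested compounds plus 3 SD, cut at about 14% in these data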;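 also: 0% = plate median of compound wells and 100% = 30 µM serotonin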
Target sequence (P35363 whole entry, looked up): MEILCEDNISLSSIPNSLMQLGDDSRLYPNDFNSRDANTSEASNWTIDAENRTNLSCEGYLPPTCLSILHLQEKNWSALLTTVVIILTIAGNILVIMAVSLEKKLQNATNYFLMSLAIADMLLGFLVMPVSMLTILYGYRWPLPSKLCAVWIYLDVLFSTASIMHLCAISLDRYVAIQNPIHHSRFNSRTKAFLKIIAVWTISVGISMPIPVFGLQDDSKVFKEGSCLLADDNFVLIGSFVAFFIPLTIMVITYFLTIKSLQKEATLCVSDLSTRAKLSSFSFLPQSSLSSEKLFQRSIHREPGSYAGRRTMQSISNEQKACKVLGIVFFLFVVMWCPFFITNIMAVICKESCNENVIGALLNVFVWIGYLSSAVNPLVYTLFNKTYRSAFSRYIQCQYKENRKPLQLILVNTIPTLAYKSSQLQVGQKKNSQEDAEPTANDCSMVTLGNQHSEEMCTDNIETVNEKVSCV
Starred values were filed as active, the others as inactive; · = no result given.

SMILES	N-glyco inh	H9c2 protect	PDI turbidity	CaV13 ICDI inh	ABHD5 PLIN5 PPI	ABCB6 inh 2	MC4R barr agon	Exocytosis inh	MC4R antag cAMP	HTR2A ag
CC1(C(=O)NS(=O)(=O)c2ccc(C#N)cc2)CCN1C(=O)CC1CCCCC1 (configuration not stated)	2	5	-3	-5	0	95	-0.3	-5	1	3
CC(C)=C(NC(=O)c1ccccc1)C(=O)Nc1ccc(C(=O)O)cc1	1	-5	-3	-10	3	103	-2.7	-3	17	4
COc1ccc(CNC(=O)C[C@@H]2CC[C@@H](NS(=O)(=O)c3cccc(OC)c3)[C@@H](CO)O2)cc1	·	·	·	-4	5	·	·	-9	·	-2
Cc1ccc(C)c(N2N=C(C(=O)OCc3nnc(-c4ccccc4)o3)CCC2=O)c1	2	0	12	-4	4	100	0.7	18	17	7
CC(C)C[C@H]1CN(CCCC[C@H]2CNC(=O)C(=O)N2CCC2CCCCC2)C(=O)C(=O)N1CCC1CCCCC1	·	·	·	-7	-4	100	·	0	·	3
Cc1ccc(NC(=O)C2CCN(S(=O)(=O)c3ccc4c(c3)NC(=O)C(C)S4)CC2)cc1C (configuration not stated)	-3	-8	6	-6	4	102	-2.7	5	10	-8
Cc1ccc(S(C)(=O)=O)cc1S(=O)(=O)Nc1ccccc1	1	14	3	-6	-3	98	-1.2	-2	10	-1
CCOc1ccc(CCNC(=O)C2CCN(S(=O)(=O)c3ccc(C)cc3)CC2)cc1OCC	0	-2	-13	-2	0	90	-2.1	-2	3	-3
COc1ccc(CNC(=O)c2cc3c(s2)CS(=O)C3)cc1 (configuration not stated)	0	2	-4	-5	3	95	-0.3	2	9	5
CC(C)CC1C(=O)N(Cc2cn(Cc3ccco3)nn2)CCS(=O)(=O)N1Cc1ccc(-c2ccc(Cl)cc2)cc1 (configuration not stated)	1	-17	13	-3	2	87	-0.1	15	3	0

Gathered by group, those above with an aryl methoxy group
SMILES	N-glyco inh	H9c2 protect	PDI turbidity	CaV13 ICDI inh	ABHD5 PLIN5 PPI	ABCB6 inh 2	MC4R barr agon	Exocytosis inh	MC4R antag cAMP	HTR2A ag
COc1ccc(CNC(=O)C[C@@H]2CC[C@@H](NS(=O)(=O)c3cccc(OC)c3)[C@@H](CO)O2)cc1	·	·	·	-4	5	·	·	-9	·	-2
COc1ccc(CNC(=O)c2cc3c(s2)CS(=O)C3)cc1 (configuration not stated)	0	2	-4	-5	3	95	-0.3	2	9	5

Next structures:
SMILES	N-glyco inh	H9c2 protect	PDI turbidity	CaV13 ICDI inh	ABHD5 PLIN5 PPI	ABCB6 inh 2	MC4R barr agon	Exocytosis inh	MC4R antag cAMP	HTR2A ag
Cn1c(CNC(=O)C2CCCCC2)cc2ccccc21	2	0	-7	-18	1	101	-1.2	-4	27	-4
Cc1cccc(NC(=S)NC(=O)C2CC2)c1	1	-1	2	·	-2	98	-4.9	4	8	0
CCO[C@@H]1OC(C(=O)NCc2ccccc2)=C[C@H](C2CC2)[C@H]1CCCO	3	3	1	-10	2	100	-0.2	0	10	3
Cc1nc(-c2ccc(NC(=O)CC(C)C)cc2)cs1	-6	-21	-4	-2	2	97	-1.1	-1	-2	-2
CCC(=O)NC(c1ccc(C)cc1)c1cc(Cl)c2cccnc2c1O (configuration not stated)	-8	32	6	·	-9	99	-1.9	48	3	-1
Clc1ccc(CSc2nnc(-c3cccnc3)n2Cc2ccco2)c(Cl)c1	0	2	-4	-5	20	96	-1.7	3	8	-5
O=C(C1CCN(C2CC(=O)N(Cc3ccccc3)C2=O)CC1)N1CCCCCC1 (configuration not stated)	0	8	-3	-5	5	98	-0.2	2	3	-2
CN1CCc2cc(Cl)c(O)cc2[C@@H](c2ccccc2)C1	-2	24	8	-5	-2	96	-0.2	-1	1	7
CCOC(=O)Nc1ccc2c(c1)nc(CN1CCCCC1)n2C	-1	1	5	·	2	96	0.1	-2	-9	-2
Cc1cc(=O)oc2cc(NC(=O)C(C)Oc3ccccc3)ccc12 (configuration not stated)	-1	2	2	-6	-3	89	-3.8	-13	2	-9
NS(=O)(=O)c1ccc(NC(=O)Nc2ccc(S(N)(=O)=O)cc2)cc1	3	4	1	-5	6	97	1.2	-2	-2	-3
O=C(CNC(=O)c1ccc(Cl)cc1)OC1CCOC1=O (configuration not stated)	3	-3	-3	-4	5	96	-1.9	-1	25	3
O=C(Cn1nnc(-c2ccccc2-n2cnnn2)n1)NCc1ccccc1	2	10	6	·	6	97	-0.2	1	2	0
CCCCC1C(=O)CC[C@H]2[C@@H]1CC(=O)[C@@H]2C/C=C\CCCC(=O)O (some centres not stated)	6	9	-6	·	4	96	-0.2	0	12	3
O=C1C(=O)N(Cc2cccnc2)C(c2cccc(Br)c2)/C1=C(/O)c1ccc2c(c1)OCO2 (configuration not stated)	1	2	-8	·	0	97	-0.4	-9	8	6
CCC(=O)NC(=S)Nc1ccc(NC(=O)c2ccccc2[N+](=O)[O-])cc1	-2	-4	-4	-5	-2	99	-2.4	2	3	-6
CCC1CCCCN1C(=O)COC(=O)c1cc(C)nc2ccccc12 (configuration not stated)	1	2	-2	-2	0	95	-1.1	0	0	-8
Cc1ccc(Cl)c(NC(=O)CN(C)CC(=O)Nc2ccc(F)c(F)c2F)c1Cl	0	-4	-3	·	2	103	1.2	-6	18	-1
COC(=O)c1c(-n2cnnn2)sc(C)c1C	-2	0	-11	-2	8	103	-0.8	-1	-3	10
COc1cc(/C=C/C(=O)c2ccc(C)cc2)ccc1OCC#N	11	-1	9	-5	45*	95	0.4	0	18	2
CCC(CC)C(=O)Nc1nnc(-c2cccs2)s1	2	-1	-25	-5	-5	83	-2.7	0	1	4
COC(=O)Cn1c(CCS(=O)(=O)c2ccc(C)cc2)nc2ccccc21	-8	-1	-20	-5	-1	103	0.3	-5	2	-1
C/C(=N\Nc1nccnc1Cl)c1c(F)c(F)c(F)c(F)c1F	4	-2	8	-16	4	103	-0.5	8	-2	0
CCC[C@H]1CN(c2ccc(Br)cc2)C(=O)[C@@H]1CC(=O)NC	6	-8	4	-4	-3	103	0.2	1	4	-3
NC(=O)c1nn(-c2ccccc2)nc1NC(=O)CSc1nnnn1-c1ccc(Cl)cc1	1	5	4	-3	-9	94	-0.8	-2	-9	0
Cc1ncc([N+](=O)[O-])n1CCN1C(=O)c2ccccc2C1=O	-1	-3	7	-2	3	98	-0.3	0	14	4
O=C(CNS(=O)(=O)c1ccc(Br)s1)NCc1ccc(F)cc1	-3	-2	9	-2	1	99	-2.3	-4	11	4
Cc1csc(NC(=O)c2cc3c(s2)CCCCC3)n1	-16	-36	-10	-3	-11	94	1.0	-2	5	-1
Nc1nc(-c2ccc(Oc3ccccc3)cc2)cs1	-2	-4	-2	-22	2	94	-0.6	11	2	3
CSc1ccc(OC2CCN(Cc3ccccc3)CC2)cc1	-2	-12	4	-5	5	102	3.9	13	-3	-3

A draw from above in order of count of non-hydrogen atoms, lowest first.
SMILES	N-glyco inh	H9c2 protect	PDI turbidity	CaV13 ICDI inh	ABHD5 PLIN5 PPI	ABCB6 inh 2	MC4R barr agon	Exocytosis inh	MC4R antag cAMP	HTR2A ag
COC(=O)c1c(-n2cnnn2)sc(C)c1C	-2	0	-11	-2	8	103	-0.8	-1	-3	10
Cc1nc(-c2ccc(NC(=O)CC(C)C)cc2)cs1	-6	-21	-4	-2	2	97	-1.1	-1	-2	-2
Cn1c(CNC(=O)C2CCCCC2)cc2ccccc21	2	0	-7	-18	1	101	-1.2	-4	27	-4
Cc1ccc(S(C)(=O)=O)cc1S(=O)(=O)Nc1ccccc1	1	14	3	-6	-3	98	-1.2	-2	10	-1
CSc1ccc(OC2CCN(Cc3ccccc3)CC2)cc1	-2	-12	4	-5	5	102	3.9	13	-3	-3
CCOC(=O)Nc1ccc2c(c1)nc(CN1CCCCC1)n2C	-1	1	5	·	2	96	0.1	-2	-9	-2
CCCCC1C(=O)CC[C@H]2[C@@H]1CC(=O)[C@@H]2C/C=C\CCCC(=O)O (some centres not stated)	6	9	-6	·	4	96	-0.2	0	12	3
CCC1CCCCN1C(=O)COC(=O)c1cc(C)nc2ccccc12 (configuration not stated)	1	2	-2	-2	0	95	-1.1	0	0	-8
CCC(=O)NC(=S)Nc1ccc(NC(=O)c2ccccc2[N+](=O)[O-])cc1	-2	-4	-4	-5	-2	99	-2.4	2	3	-6
O=C(Cn1nnc(-c2ccccc2-n2cnnn2)n1)NCc1ccccc1	2	10	6	·	6	97	-0.2	1	2	0
CC1(C(=O)NS(=O)(=O)c2ccc(C#N)cc2)CCN1C(=O)CC1CCCCC1 (configuration not stated)	2	5	-3	-5	0	95	-0.3	-5	1	3
O=C(C1CCN(C2CC(=O)N(Cc3ccccc3)C2=O)CC1)N1CCCCCC1 (configuration not stated)	0	8	-3	-5	5	98	-0.2	2	3	-2
Cc1ccc(C)c(N2N=C(C(=O)OCc3nnc(-c4ccccc4)o3)CCC2=O)c1	2	0	12	-4	4	100	0.7	18	17	7
Cc1ccc(NC(=O)C2CCN(S(=O)(=O)c3ccc4c(c3)NC(=O)C(C)S4)CC2)cc1C (configuration not stated)	-3	-8	6	-6	4	102	-2.7	5	10	-8
CCOc1ccc(CCNC(=O)C2CCN(S(=O)(=O)c3ccc(C)cc3)CC2)cc1OCC	0	-2	-13	-2	0	90	-2.1	-2	3	-3
CC(C)C[C@H]1CN(CCCC[C@H]2CNC(=O)C(=O)N2CCC2CCCCC2)C(=O)C(=O)N1CCC1CCCCC1	·	·	·	-7	-4	100	·	0	·	3

Remaining list, next part.
SMILES	N-glyco inh	H9c2 protect	PDI turbidity	CaV13 ICDI inh	ABHD5 PLIN5 PPI	ABCB6 inh 2	MC4R barr agon	Exocytosis inh	MC4R antag cAMP	HTR2A ag
O=C(O)/C=C/c1cnn(-c2ccccc2)c1	-14	1	-4	·	7	104	-0.8	-5	15	1
CC(=O)Nc1ccc(C(=O)N2CCCCC2c2cc(C(=O)N3CCOCC3)no2)cc1 (configuration not stated)	1	9	-6	-11	-4	107	0.3	-2	4	-2
CCOC(=O)c1[nH]c2ccc(OC)cc2c1NC(=O)CCN1CCCC(C)C1 (configuration not stated)	0	7	-4	0	2	94	-1.4	8	10	-6
CC(=O)Nc1cc(OC(C)=O)c2nonc2c1OC(C)=O	7	-16	-6	·	18	95	0.0	36	-13	5
